High-throughput results deposited in PubChem by several laboratories.
MT stabilize HCS = microtubule stabilizers in HeLa cells. 200,000 tested, 0.83% active. % tubulin-high responders, % at 10 µM. HeLa tubulin immunostaining HCS, 24 h; share of cells brighter than vehicle mean+2SD;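 active = plate Z-score above 3 for both tubulin-high and condensed-nucleus cell shares, with cell loss under 80%, at 10 µM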;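 also: anti alpha tubulin signal scored within the nucleus-defined area of each cell; some results filed as inactive read as strong as hits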
P. falciparum M17LAP = P. falciparum M17LAP inhibitors, primary screen, biochemical, fluorogenic H-Leu-NHMec substrate, 1536-well (AID 1619); recombinant M17LAP, H-Leu-NHMec fluorogenic kinetic assay; higher % means a stronger effect; one-dose inhibition, % at 30 µM; IC50 in µM for titrated hits; 220,000 tested, 0.38% active;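 active = compound inhibiting the enzyme by more than half at any dose during confirmatory dose-response retesting; inconclusive = strong single-dose inhibitors picked by rank but not retested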;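 also: plate controls were full reaction with DMSO carrier for no effect and no enzyme background for full effect; strong numbers were not always called active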
bCat nuc transl = beta-catenin nuclear translocation modulation. HeLa beta-catenin nuclear translocation, immunofluorescence imaging. nuclear translocation activity, % at 5 µM. 190,000 tested, 0.3% active. AID 1665;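 active = nuclear translocation activity above 50% at 5 µM, with a well cell count of 50 or more; inconclusive = wells under 50 cells across six images, flagged as toxic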;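 also: per-cell ratio of nuclear to cytoplasmic median beta-catenin stain intensity; plate controls were DMSO negative control for no effect and GSK-3 inhibitor IX positive control for full effect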
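System: HeLa cells, endogenous beta-catenin; compound dosing: 5 µM primary single dose, 0.1% DMSO, 0.02–20 µM confirmation series; incubation: 24 h compound exposure at 37°C, 5% CO2; signal: beta-catenin immunofluorescence imaging with DAPI; evaluation: % activation, nuclear-to-cytoplasmic median beta-catenin signal ratio per cell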
Yfh1-depleted yeast = enhancers of respiration in Yfh1-depleted yeast, dose response, Friedreich's ataxia, plus single-dose screen (AID 1465). S. cerevisiae Yfh1-off respiration, WST-1 reduction, 72 h; higher fold induction means a stronger effect. fold induction at 50 µM; hits with a dose series show EC50 in µM. 220,000 tested, 0.074% active;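 active = fold induction of absorbance versus untreated yeast above a set limit, then at least 30% activation at any dose in follow-up; inconclusive = repeats straddling the limit, or above it without dose testing; inactive = fold induction below the set limit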;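 also: activators that raise dye reduction in frataxin-depleted yeast; strong numbers were not always called active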
NOD1 NF-kB reporter = NOD1 signaling inhibitors, primary screen, cell-based, luminescence, uHTS (AID 1578). inhibition, % at 4 µM, or EC50 in µM where a hit was titrated. NOD1-driven NF-kB luciferase reporter cells, luminescence; higher % means a stronger effect. 290,000 tested, 1% active; in the data active = inhibition mostly above about 36%, no sharp cut-off; inactive = mostly below about 34%;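 also: HEK-293T reporter cells stimulated with the NOD1 agonist gamma-tri-DAP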
Autophagy mod = modulators of autophagy; MEF GFP-LC3 puncta imaging; test concentration mostly 10 µM; calls only at 10 µM (by protocol); 190,000 tested, 0.98% active;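 active = percentage of spot-positive cells more than 3 SD above its plate mean, without a fluorescence outlier flag or 80% toxicity; inconclusive = no clear call, values can overlap the other calls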;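 also: spot-positive cell cutoff set from DMSO-treated cells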
HEK293 NOD2/NF-kB = NOD2 signaling inhibitors, cell-based, luminescence, uHTS, HEK293 (AID 1566). HEK293 NOD2/NF-kB luciferase reporter, luminescence; higher % means a stronger effect. one-dose inhibition, % at 4 µM; EC50 in µM for titrated hits. 290,000 tested, 0.63% active; in the data active = inhibition above about 50%; also: many of its hits are not listed in these tables
Ins promoter up = MIN6 insulin promoter up-regulation; z-score at 5 µM; MIN6 insulin promoter-GFP reporter, high-content imaging; hits give high values; AID 1625; 190,000 tested, 0.3% active;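 active = z-score above 3 at 5 µM with at least 500 cells counted in the well; inconclusive = wells under 500 cells, flagged as cytotoxic or low count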
Dynein transport = dynein cargo transport inhibition | 3617.4 mouse cells, GR-EGFP nuclear translocation imaging; test concentration mostly 20 µM; stimulated with dexamethasone, 1 µM; hits give low values | z-score, hits read low | 220,000 tested, 0.47% active | AID 1381;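 active = plate z-score of nuclear minus cytoplasmic receptor signal below a set negative limit, without overly bright fluorescence or cell loss, cut at about -3.5 in these data, passing the limit was not always enough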;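 also: z-score of nuclear minus cytoplasmic ring GR-EGFP intensity difference per well; some compounds called inactive have numbers as strong as hits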
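Also added – dexamethasone, 1.0 µM final · Buffer or medium – tet-free, stripped-serum medium · Schedule – induction 48 h, compound 1 h, agonist 30 min · Detection – formaldehyde fixation, Hoechst nuclear stain, 10x automated fluorescence imaging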
Dynein transport cytoplasmic EGFP = further read-out of Dynein transport, marked with its call; z-score; measured here: cytoplasmic GR-EGFP intensity; hits give high values
Dynein transport nuclear GR-EGFP = second read-out of Dynein transport, no call of its own (marks repeat the call); z-score; measured here: nuclear GR-EGFP intensity;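 lower value marks the stronger effect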
Dynein transport cell count = further read-out of Dynein transport, marked with its call; z-score; measured here: cell count per field
Ins promoter up cell count = further read-out of Ins promoter up, marked with its call; cell count; measured here: cytotoxicity, nuclei count;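 total cells summed across four imaged fields per well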
bCat nuc transl cell count 5 µM = second read-out of bCat nuc transl, no call of its own (marks repeat the call); cell count; measured here: cell count, cytotoxicity flag
MT stabilize HCS Hoechst-high % = further read-out of MT stabilize HCS, marked with its call; % Hoechst-high responders; measured here: nuclear condensation Hoechst responders;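 share of cells brighter than vehicle mean plus two SD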
MT stabilize HCS cytotoxicity % = further read-out of MT stabilize HCS, marked with its call; toxicity, %; measured here: cytotoxicity by cell density;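 0% = mean cell density of plate MIN control wells and 100% = no cells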
Autophagy mod cell loss 18 h = further read-out of Autophagy mod, marked with its call; toxicity, %; measured here: cell loss, nuclei count;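 cell loss after 18 h compound exposure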
Starred values were filed as active, the others as inactive; i = inactive; ? = inconclusive; nt = not tested or not shown. The list is partial; the hit share may differ from the screen's.

Values run as follows: MT stabilize HCS	MT stabilize HCS Hoechst-high %	MT stabilize HCS cytotoxicity %	P. falciparum M17LAP	bCat nuc transl	bCat nuc transl cell count 5 µM	Yfh1-depleted yeast	NOD1 NF-kB reporter	Autophagy mod	Autophagy mod cell loss 18 h	HEK293 NOD2/NF-kB	Ins promoter up	Ins promoter up cell count	Dynein transport	Dynein transport cytoplasmic EGFP	Dynein transport nuclear GR-EGFP	Dynein transport cell count
> O=C(CSc1nnc(Cc2ccccc2)n1-c1ccc(F)cc1)N1CCOCC1
    2.7	3.0	2.6	2%	0.8	1143	i	3%	i	-4	16%	0.28	1085	-0.12	-0.22	-0.12	1.5
> Cc1ccnc(N/N=C/c2ccco2)n1
    1.9	1.9	3.1	27%	nt	nt	i	-44%	i	-5	-12%	-0.12	980	-0.0016	-0.34	0.16	0.12
> O=C(O)c1ccc(NC(=O)c2cn(-c3ccccc3)nc2-c2ccc(F)cc2)cc1
    2.8	2.1	1.9	6%	0.4	1127	i	-32%	i	-32	-34%	nt	nt	0.16	-0.25	-0.0086	0.48
> CCCn1c(=S)[nH]c2cc(C(=O)N3CCCC(C(=O)OCC)C3)ccc2c1=O (stereo not given)
    3.7	1.8	9.3	1%	nt	nt	i	50%	i	10	38%	nt	nt	-1.4	-0.24	-0.33	1.1
> COC(=O)c1cn(C(=O)c2ccccc2F)nc1N
    4.8	1.5	9.3	11%	0.3	998	i	3%	i	-16	11%	-0.34	1666	0.58	-0.19	0.6	-0.081
> CS(=O)(=O)N(CC(=O)Nc1ccc2c(c1)OCO2)Cc1ccccc1
    2.6	1.3	4.3	14%	1.2	1108	i	-34%	i	4	-20%	-0.28	1911	-0.11	-0.23	-0.11	-0.68
> CCc1nnc(NC(=O)CSc2nnc(Cc3cc(=O)[nH]c(=O)[nH]3)n2-c2ccc(OC)cc2)s1
    4.7	1.7	10	4%	0.1	1185	i	-23%	i	-11	1%	0.24	1087	0.65	-0.11	0.46	0.046
> C/C(=C\c1ccccc1)CN1CCN(c2ccccc2F)CC1
    1.4	1.9	6.4	-2%	-0.4	1253	i	-2%	i	-5	-1%	-0.42	1212	-0.022	-0.24	0.23	-0.31
> Cc1ccc(O)c(-c2cc(C(=O)Nc3ccc(S(=O)(=O)Nc4nc(C)cc(C)n4)cc3)[nH]n2)c1
    4.5	1.8	1.3	2%	1.0	986	i	22%	i	28	-27%	-0.11	1365	0.076	-0.15	0.27	0.18
> CCOC(=O)c1nnn(-c2ccc(OC)cc2)c1N
    1.8	0.7	9.7	2%	nt	nt	i	-26%	i	-12	-3%	nt	nt	-0.38	-0.28	0.046	0.43
> CN1CCN(c2ncnc3c2[nH]c2ccc(F)cc23)CC1
    3.2	2.2	3.2	-19%	-2.8	1081	i	-38%	i	7	-4%	0.28	1988	0.77	-0.14	0.88	-0.48
> N#Cc1c(N)c(C#N)c(-c2ccc(O)cc2)c2c1CCCC2
    1.7	0.6	5.1	-6%	-1.5	1066	i	34%	i	3	-22%	1.1	1129	-0.71	-0.04	-0.39	0.83
> CCCN(CCC)C(=O)c1ccccc1C(=O)N(CCC)CCC
    3.1	2.5	9.5	-10%	4.9	1234	i	-9%	i	-1	18%	-0.3	829	-0.52	-0.22	-0.45	1.1
> Cc1c(CCOC(=O)c2ccc([N+](=O)[O-])cc2)sc[n+]1CC(=O)c1ccccc1
    2.7	2.0	5.0	-1%	-0.2	1058	i	-22%	i	-7	-9%	-0.71	1217	-0.53	-0.18	-0.35	0.028
> O=C(c1ccco1)N1CCN(/C(=N/S(=O)(=O)c2cccs2)c2ccccc2Cl)CC1
    11	23	97	-10%	0.7	1025	i	-4%	i	8	10%	-0.6	1795	2	0.077	1.7	-2.3

Following part:
Values run as follows: MT stabilize HCS	MT stabilize HCS Hoechst-high %	MT stabilize HCS cytotoxicity %	P. falciparum M17LAP	bCat nuc transl	bCat nuc transl cell count 5 µM	Yfh1-depleted yeast	NOD1 NF-kB reporter	Autophagy mod	Autophagy mod cell loss 18 h	HEK293 NOD2/NF-kB	Ins promoter up	Ins promoter up cell count	Dynein transport	Dynein transport cytoplasmic EGFP	Dynein transport nuclear GR-EGFP	Dynein transport cell count
> CCCCCn1c(SC(C)C(C)=O)nc2c1c(=O)[nH]c(=O)n2C (stereo not given)
    3.6	1.1	1.7	3%	nt	nt	i	-7%	i	8	7%	0.13	851	-0.13	-0.078	0.17	-0.5
> O=C1NCCN1C(=O)N(c1ccccc1)c1ccccc1
    1.3	1.2	7.2	-3%	4.9	749	i	13%	i	1	28%	-0.58	1298	-0.6	-0.22	-0.39	0.75
> Cn1c(CC(=O)Nc2ccccc2)nnc1SCC(=O)c1ccccc1
    1.5	2.3	10	8%	nt	nt	i	2%	i	-6	-5%	1.5	958	-2.4	-0.1	-1.1	0.95
> CCOC(=O)N1CCN(C(=O)Nc2ccc3nccnc3c2)CC1
    3.2	1.9	3.2	-4%	7.7	564	i	-17%	i	-12	18%	nt	nt	-0.29	-0.16	-0.54	1.6
> COc1cc(NC(=O)C(=O)Nc2ccc3nc4n(c(=O)c3c2)CCCCC4)cc(OC)c1OC
    nt	nt	nt	nt	0.9	1309	nt	15%	nt	nt	10%	-0.16	873	-0.16	-0.17	0.47	-0.31
> O=C(C1CC1)N1CCc2cc(Br)cc(S(=O)(=O)NCc3ccco3)c21
    2.8	1.1	2.5	-1%	3.6	1107	i	-14%	i	20	12%	0.72	1239	-0.96	-0.22	-0.22	1
> Cc1ccc(C)c(OCC(O)CN2CCC(CN3C(=O)c4cccc5cccc(c45)C3=O)CC2)c1 (stereo not given)
    2.9	3.8	25	-1%	nt	nt	i	9%	i	30	21%	?	nt	-0.065	-0.044	0.048	0.098
> Cc1cc(C)cc(NC(=S)NCCc2c[nH]c3ccccc23)c1
    1.4	2.8	9.3	11%	-2.3	598	?	-23%	i	-1	-12%	-1.3	1104	-0.51	-0.32	0.6	0.23
> Clc1cccc(Cl)c1COc1ccncc1
    4.2	1.6	3.9	8%	-0.4	920	i	-14%	i	3	5%	nt	nt	0.14	-0.27	-0.72	1.4
> Cc1ccc(N(C(=O)c2ccc(CN3CCOCC3)o2)C(C(=O)NCCC(C)C)c2cccs2)c(C)c1 (stereo not given)
    2.0	2.0	8.1	-5%	1.1	871	i	-7%	i	-1	3%	-0.14	1259	-0.12	-0.17	0.16	-0.0011
> COc1ccccc1NC(=S)NC1CCCCCCCCCCC1
    nt	nt	nt	-4%	-0.2	1347	i	-4%	nt	nt	8%	-0.77	981	-0.41	-0.18	-0.14	-0.095
> CC(C)[C@H](NC(=O)c1cccc(S(=O)(=O)N2CCCC2)c1)c1nc2ccccc2[nH]1
    1.3	2.5	10	-3%	1.2	1314	i	-1%	i	5	10%	-0.28	1333	0.12	-0.13	-0.19	0.38
> O=c1c2cnn(-c3ccccc3)c2ncn1Cc1cccnc1
    8.5	1.6	5.6	2%	nt	nt	i	3%	i	9	6%	nt	nt	0.75	-0.38	0.48	0.28
> CC(=O)c1cccc(NC(=O)CN(Cc2ccccc2)S(C)(=O)=O)c1
    1.2	1.6	5.3	3%	-3.9	1128	i	18%	i	7	8%	-0.34	1310	0.036	-0.21	-0.098	1.6
> CC(Oc1ccc(C(=O)NC2CCCCC2)cc1)C(=O)O (stereo not given)
    2.0	1.0	4.9	13%	1.2	893	i	1%	i	5	4%	0.78	1254	-1.8	-0.24	-0.6	0.3
> COC(=O)c1[nH]c2ccc(C)cc2c1NS(=O)(=O)c1ccc(F)c(C)c1
    5.6	3.1	5.3	2%	-1.1	1390	nt	9%	i	5	2%	0.09	1507	0.87	-0.21	1	-1.7
> Cc1ccc(S(=O)(=O)N(C)c2ccc(OCC(=O)Nc3nc4ccccc4s3)cc2)cc1
    2.1	1.7	5.7	19%	0.8	896	i	-8%	i	3	20%	-0.17	925	-0.68	-0.079	0.22	-0.8
> CC(=O)Oc1ccc2nc(CN3C(=O)c4ccc([N+](=O)[O-])cc4C3=O)oc(=O)c2c1
    4.1	3.9	8.7	1%	-2.1	1096	i	-9%	i	14	13%	0.17	1216	-0.74	-0.28	-0.86	0.64
